# Screening results (PubChem)
# Cav3 T inh = inhibitors of human Cav3.2 T-type calcium channel; AID 449739; Cav3.2-expressing cells, Fluo-4 calcium fluorescence FDSS; active compounds read low; O95180; 100,000 tested, 4% active; B-score at 10 µM;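 active = single-dose well whose peak fluorescence ratio is a statistical outlier from its plate by either plate-standardised score or position-corrected B-score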
# Target sequence (O95180 whole entry, looked up): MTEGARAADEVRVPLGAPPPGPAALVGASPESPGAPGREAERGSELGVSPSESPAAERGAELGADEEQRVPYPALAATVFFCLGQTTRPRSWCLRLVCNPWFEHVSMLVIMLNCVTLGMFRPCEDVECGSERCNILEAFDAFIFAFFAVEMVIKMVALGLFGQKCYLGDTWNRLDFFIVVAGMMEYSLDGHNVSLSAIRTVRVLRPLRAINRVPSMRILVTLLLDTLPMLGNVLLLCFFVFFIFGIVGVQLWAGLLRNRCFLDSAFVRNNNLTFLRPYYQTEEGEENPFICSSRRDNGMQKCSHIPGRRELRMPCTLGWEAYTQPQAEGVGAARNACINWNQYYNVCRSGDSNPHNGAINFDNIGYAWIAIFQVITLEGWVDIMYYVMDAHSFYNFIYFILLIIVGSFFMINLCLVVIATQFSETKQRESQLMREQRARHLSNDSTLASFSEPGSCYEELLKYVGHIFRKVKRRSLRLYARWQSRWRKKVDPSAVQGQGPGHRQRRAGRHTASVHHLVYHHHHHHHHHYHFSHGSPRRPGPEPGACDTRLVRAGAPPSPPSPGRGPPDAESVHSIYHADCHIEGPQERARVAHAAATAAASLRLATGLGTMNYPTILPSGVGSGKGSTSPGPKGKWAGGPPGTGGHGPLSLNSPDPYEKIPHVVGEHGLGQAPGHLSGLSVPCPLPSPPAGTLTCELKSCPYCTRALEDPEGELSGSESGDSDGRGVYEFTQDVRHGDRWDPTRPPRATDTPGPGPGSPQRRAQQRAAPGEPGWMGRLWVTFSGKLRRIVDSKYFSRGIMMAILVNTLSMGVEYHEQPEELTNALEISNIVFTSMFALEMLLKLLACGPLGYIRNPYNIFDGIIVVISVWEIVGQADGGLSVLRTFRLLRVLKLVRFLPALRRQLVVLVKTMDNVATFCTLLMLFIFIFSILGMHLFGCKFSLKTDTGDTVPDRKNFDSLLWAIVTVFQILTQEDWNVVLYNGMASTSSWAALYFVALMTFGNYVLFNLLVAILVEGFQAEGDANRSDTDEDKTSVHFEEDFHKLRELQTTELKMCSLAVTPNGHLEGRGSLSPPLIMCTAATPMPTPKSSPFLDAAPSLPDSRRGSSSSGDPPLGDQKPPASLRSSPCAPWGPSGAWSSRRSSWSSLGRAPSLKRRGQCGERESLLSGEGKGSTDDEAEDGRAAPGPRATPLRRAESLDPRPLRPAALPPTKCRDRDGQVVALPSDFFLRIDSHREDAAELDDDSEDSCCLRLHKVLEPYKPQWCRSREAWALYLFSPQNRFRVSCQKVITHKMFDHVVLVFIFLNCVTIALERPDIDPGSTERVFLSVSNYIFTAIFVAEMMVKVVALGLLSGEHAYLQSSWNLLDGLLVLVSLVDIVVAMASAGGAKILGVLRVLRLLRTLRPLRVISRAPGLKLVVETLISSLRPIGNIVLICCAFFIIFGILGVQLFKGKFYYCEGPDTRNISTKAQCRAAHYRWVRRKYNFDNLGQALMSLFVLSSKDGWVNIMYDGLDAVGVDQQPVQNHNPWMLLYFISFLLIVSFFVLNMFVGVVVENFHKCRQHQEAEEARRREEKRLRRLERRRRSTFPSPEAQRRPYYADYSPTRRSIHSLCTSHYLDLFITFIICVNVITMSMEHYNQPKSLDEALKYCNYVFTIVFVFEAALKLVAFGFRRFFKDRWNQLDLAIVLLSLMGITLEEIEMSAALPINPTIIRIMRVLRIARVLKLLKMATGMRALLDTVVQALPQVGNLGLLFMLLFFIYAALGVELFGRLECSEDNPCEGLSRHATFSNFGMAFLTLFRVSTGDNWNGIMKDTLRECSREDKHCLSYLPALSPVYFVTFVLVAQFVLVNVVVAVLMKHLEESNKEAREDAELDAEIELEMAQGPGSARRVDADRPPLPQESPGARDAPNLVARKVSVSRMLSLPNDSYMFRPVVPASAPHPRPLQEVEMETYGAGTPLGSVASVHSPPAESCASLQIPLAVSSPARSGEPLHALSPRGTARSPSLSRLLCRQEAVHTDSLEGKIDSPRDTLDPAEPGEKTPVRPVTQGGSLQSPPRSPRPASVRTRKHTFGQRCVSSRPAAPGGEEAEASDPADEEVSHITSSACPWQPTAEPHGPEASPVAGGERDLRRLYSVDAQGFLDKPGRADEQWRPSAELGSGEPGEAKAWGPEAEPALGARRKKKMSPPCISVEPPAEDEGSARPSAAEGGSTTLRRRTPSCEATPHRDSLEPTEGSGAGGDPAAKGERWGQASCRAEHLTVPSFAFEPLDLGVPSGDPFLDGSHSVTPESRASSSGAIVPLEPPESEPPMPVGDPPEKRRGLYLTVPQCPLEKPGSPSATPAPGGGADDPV
# * = called active by the depositor.
canonical_smiles	Cav3 T inh
CC(C)C(NC(=O)COc1ccc2ccccc2c1)C(=O)N/N=C/C=C/c1ccccc1 (stereo unspecified)	-2.2
C=CCSC1=N/C(=C\c2sccc2C)C(=O)S1	2.21
Cc1cc2nc(C)n3c4ccccc4nc3n2n1	0.388
COc1ccc(C(C#N)N2N=C(C)CC2(C)C)cc1OC (stereo unspecified)	-0.106
CC(=O)C1=C(C)NC(SCC(N)=O)=C(C#N)C1c1cccs1 (stereo unspecified)	-0.122
COc1ccc([C@H]2[C@H]3C=CC[C@@H](C)[C@@H]3C(=O)N2Cc2ccccc2)cc1Cl	-2.71
Cc1ccc(-n2c(Cc3cccn3C)nnc2SCC(=O)N2CCc3ccccc32)cc1	-3.31*
Cc1cc(N2CCCCCC2)nc2ccccc12	-0.408
COc1cc2c(C(=O)NCc3ccccn3)cn(C)c(=O)c2cc1OC	1.38
CC(C)(C)NC(=O)CSc1nncn1NCc1cccc2ccccc12	0.0698
CCOC(=O)N1CCC(N2C(=O)c3ccc(C(=O)NCc4ccc(F)cc4)cc3C2=O)CC1	-2.17
Cc1ccc(-n2c(N)c(C(=O)N3CCCCC3)sc2=S)cc1	0.0744
O=C(Cn1ncc2c1-c1ccccc1OC2)Nc1cccc(Cl)c1	-4.99*
COc1ccc(C(C(=O)NCc2ccccc2)N(Cc2ccc3c(c2)OCO3)C(=O)c2cnccn2)cc1 (stereo unspecified)	-0.191
CCOC(=O)c1ccc(NC(=O)CSc2nnc(C3CC3)n2CC)cc1	0.293
Cc1nnc(NC(=O)C2CCN(c3nnnn3-c3ccccc3)CC2)s1	-0.0751
CCCCN1C(=O)C(O)(CC(=O)c2c(C)n[nH]c2C)c2cc(Br)ccc21 (stereo unspecified)	0.373
CCc1noc(C)c1C(=O)Nc1sc(C(=O)N(C)C)c(C)c1C(=O)OC	0.299
O=C(CSc1nnnn1C1CCCCC1)NCc1ccccc1	0.516
CCOc1ccc(NC(=O)Nc2ccc3c(c2)N(C)C(=O)CS3)cc1	0.0574
OCC1N=C(c2ccccn2)OC1c1ccccc1 (stereo unspecified)	0.308
O=C(NCc1ccccc1)N(Cc1cc2cc3c(cc2[nH]c1=O)OCCO3)CC1CCCO1 (stereo unspecified)	1.18
COc1ccc(OC)c(NC(=O)CCn2cccc2)c1	-0.491
Brc1cccc(-c2nnc(SCc3ccon3)n2-c2ccccc2)c1	-4.59*
CC(C)CNc1nc(Oc2ccc(=O)[nH]n2)nc(N(C)C)n1	0.611
C/C=C/c1ccc(OCCN2C(=O)NC(C)(C)C2=O)c(OC)c1	-1.79
COc1ccc(C(=O)COC(=O)CCN2C(=O)C3C4CC(C(Br)C4Br)C3C2=O)cc1 (stereo unspecified)	0.0762
CCOC(=O)c1nn(-c2ccc(OCC)cc2)c2nc(CC(C)C)c(C#N)c(=O)n12	0.391
Cn1c(Cn2c(=O)sc3ccccc32)nnc1SCc1cccnc1	-0.0896
CCN(CC)c1ccc(NC(=O)c2ccc(Br)o2)cc1	-1.14
O=C(Nc1nnc(-c2cccs2)o1)c1cccc(F)c1	-1.46
Cc1ccc2c(N)c(C(=O)N(c3ccccc3)c3ccccc3)sc2n1	0.677
Cc1nc2ccc(S(=O)(=O)NCC(=O)N3CCCC(C)C3)cc2s1 (stereo unspecified)	0.527
COC(=O)c1ccc(N2C(=O)CC(N3CCN(C(=O)c4ccco4)CC3)C2=O)cc1 (stereo unspecified)	0.0712
Cc1cc2nnc(SC3CCOC3=O)n2c2ccccc12 (stereo unspecified)	1.43
COc1ccc(C(=O)Nn2c(SCC(=O)NC3CCCCC3)nc3ccccc3c2=O)cc1	-1.46
Cc1cc(N2CCC(C)CC2)c(F)cc1[N+](=O)[O-]	0.995
CC(=O)Nc1ccc2c(c1)nc(CN1CCCC1)n2C	-0.0279
CN(C)C(=O)Nc1ccc(F)cc1F	0.622
Cc1cc(C)n2c(SCc3ccc(Cl)cc3Cl)nnc2n1	-0.346
CSc1cccc(NC(=O)CSc2ccc(C)cc2)c1	-0.398
COc1ccc2[nH]c(=O)c(CN(Cc3cccnc3)C(=O)Nc3ccccc3)cc2c1	-2.24
CCOc1ccc(NC2=C(Cl)C(=O)N(Cc3ccccc3)C2=O)cc1	0.0255
COc1ccc(-n2cccc2C=O)cc1OC	-0.32
C=CCNc1oc(Cc2cccc3ccccc23)nc1C#N	-3
S=c1nc(-c2ccccc2Br)[nH][nH]1	-0.0908
Cc1cc2cc(CNC(=O)c3ccc(Br)o3)ccc2[nH]1	-6.04*
CC(C)C(C(=O)O)N1C(=O)/C(=C/C=C/c2ccco2)SC1=S (stereo unspecified)	0.279
O=C(NCc1ccccc1)c1onc(CSc2ccc(F)c(F)c2)c1C(=O)NCc1ccccc1	0.201
Cc1ccc(C)c(NC(=S)N2CCC(c3nc4ccccc4s3)CC2)c1	-2.89
Cc1cc(C)n(Cc2ccc(NC(=O)c3nn(C)cc3[N+](=O)[O-])cc2)n1	-1.27
Cc1nn(CC(=O)Nc2ccc(C(=O)N3CCCC3)cc2)c(=O)c2ccccc12	0.201
Cn1c(C(C#N)C2=C(Cl)C(=O)N(c3ccccc3)C2=O)nc2ccccc21 (stereo unspecified)	-0.0128
COc1nc(NCC(C)C)nc(Oc2ccc(=O)n(-c3ccccc3)n2)n1	0.125
CCNc1nc(NC(C)C)nc(SCCOc2ccc(C)cc2)n1	-1.44
COc1ccccc1-c1noc(-c2ccccc2C(=O)N2CCOCC2)n1	0.892
CCOC(=O)Cc1csc(NC(=O)CSc2nnc(-n3nc(C)cc3C)c3ccccc23)n1	-1.48
Brc1ccc(Oc2nnnn2-c2ccccc2)cc1	-2.23
O=C(CN1C(=O)CCS(=O)(=O)c2ccccc21)NCc1ccc(F)cc1	-0.863
Cc1ccc(S(=O)(=O)Nc2ccc(Br)cc2/C=N/n2cnnc2)cc1	-0.327

# Exported field by field: 4 of the compounds above
Cc1cc(C)n(Cc2ccc(NC(=O)c3nn(C)cc3[N+](=O)[O-])cc2)n1
  Cav3 T inh: -1.27

Cc1nn(CC(=O)Nc2ccc(C(=O)N3CCCC3)cc2)c(=O)c2ccccc12
  Cav3 T inh: 0.201

Cn1c(C(C#N)C2=C(Cl)C(=O)N(c3ccccc3)C2=O)nc2ccccc21 (stereo unspecified)
  Cav3 T inh: -0.0128

COc1nc(NCC(C)C)nc(Oc2ccc(=O)n(-c3ccccc3)n2)n1
  Cav3 T inh: 0.125

# The results go on.
canonical_smiles	Cav3 T inh
Cc1ccccc1OC1C(=O)N(Cc2ccc3c(c2)OCO3)C1c1sccc1C (stereo unspecified)	-3.15
CN(CCNC(=O)C1CCN(S(=O)(=O)c2cnc[nH]2)CC1)Cc1ccccc1	1.16
CCOP(=O)(c1ccc(N(C)C)cc1)C(O)c1ccccc1 (stereo unspecified)	0.885
CCC(C)Sc1nnc(CSc2nc3nc(C)cc(C)n3n2)o1 (stereo unspecified)	1.04
O=C(NCCC1=CCCCC1)C1CCN(S(=O)(=O)c2ccc(-n3cnnn3)cc2)CC1	1.04
Cc1ccc(C)c(NS(=O)(=O)c2cc(C(=O)Nc3ccccc3-c3ccccc3)ccc2Cl)c1	-3.75
COc1ccc(NC(=O)COC(=O)c2c(-c3ccccc3)noc2C)cc1	0.358
Cc1ccnc(N/N=C/c2ccco2)n1	0.279
COCCn1c(SCc2nc(N)nc(Nc3ccccc3C)n2)nc2ccccc2c1=O	-0.755
COc1cccc(C(=O)Nc2nc(-c3ccc4c(c3)OCO4)cs2)c1	-1.73
COc1cc(=O)[nH]c(=O)n1CC(=O)c1ccccc1	-0.0426
COc1cccc(C(=O)Nc2cc(C(=O)NCCc3ccccc3)ccc2Cl)c1	-2.65
C=C(C)Cn1c(CCNC(=O)C(C)C)nc2ccccc21	1.33
CCCn1nnc(NC(=O)Cc2ccccc2)n1	0.786
COc1cnc(-c2ccccn2)nc1Oc1ccc(Cl)cc1	-0.147
CCn1c(O)c(C(C#N)=C2N=c3ccccc3=N2)c2ccccc21	-0.0949
O=C1CCCC(O)=C1C=NCCc1ccccc1	0.69
O=C(Nc1nnc(-c2cccs2)o1)c1ccco1	-0.24
COc1ccccc1OCC(=O)NNC(=S)NC(=O)c1ccco1	-2.87
COc1ccc2oc(C(F)(F)C(F)(F)F)cc(=O)c2c1	0.0212
O=C(CCC(=O)Nc1nnc(C2CCCCC2)s1)NCc1cccs1	0.381
CCc1ccc2[nH]c(=O)c(C(c3nnnn3CCOC)N3CCN(c4ccccc4F)CC3)cc2c1 (stereo unspecified)	-1.82
O=[N+]([O-])c1ccc(N2CCCCC2)c(Cl)c1N1CCCCC1	-0.383
CC(C)C(=O)Nc1cccc(C(=O)Nc2nnc(C(C)(C)C)s2)c1	0.00521
COc1ccc(N=Cc2c[nH][nH]c2=O)cc1	0.0322
COC(=O)c1cc(NC(=O)c2cc(C)oc2C)cc(C(=O)OC)c1	0.267
COc1ccc(CC(NC(C)=O)C(=O)NC2CCN(c3nc(C)cc(C)c3C#N)CC2)c(OC)c1 (stereo unspecified)	0.475
Cc1cc(C)nc(SCC(=O)c2ccc3c(c2)OCCO3)n1	0.805
CC(C)c1ccccc1OCC(=O)NCC(c1cccs1)N1CCOCC1 (stereo unspecified)	-1.88
CC1(C)CC(CC(=O)O)(c2ccccc2)CCO1 (stereo unspecified)	0.605
CCO[C@@H]1OC(C(N)=O)=C[C@H](c2ccc(Br)cc2)[C@H]1CCCO	0.335
CC1(C)CC(=O)C=C(Nc2ccccc2F)C1	-0.914
CCC(=O)N/C(N)=N/c1nc(C)c2cc(OC)ccc2n1	0.228
O=C(CCCCCNS(=O)(=O)c1ccc(Br)cc1)NCCN1CCOCC1	0.975
COc1cccc(NC(=O)Cn2c(=O)oc3ccccc32)c1	0.956
CC(=O)c1cn(CCCCCCCCCCn2cc(C(C)=O)c(=O)[nH]c2=O)c(=O)[nH]c1=O	0.565
COc1ccc(CC(=O)NC(c2ccccc2)c2ccccc2)cc1S(=O)(=O)N1CCOCC1	0.613
CCOc1ccc(C(CCc2ccccc2)NC(=O)c2ccccc2F)cc1OCC (stereo unspecified)	-3.3
COc1ccc(C(C(=O)NC2CCCCC2)N(CC2CCCO2)C(=O)C2COc3ccccc3O2)cc1OC (stereo unspecified)	2.13
COC(=O)c1ccc(Cn2c(O)c(N=O)c3ccccc32)o1	-0.00782
CCN(CC)C(=O)CC(c1ccc2c(c1)OCO2)c1c(OC)cc(OC)c2c(-c3ccccc3)cc(=O)oc12 (stereo unspecified)	-1.45
CCCC(=O)NC(=S)Nc1ccccc1F	1.46
O=C(CSc1nc(-c2cccs2)cc(C(F)(F)F)n1)NCc1ccccc1	-2.17
CCCCCc1c(C)nc(SCC(=O)O)[nH]c1=O	0.651
COc1ccc2cc(CCNC(=O)CC(C)(C)C)c(=O)[nH]c2c1	0.77
CCOC(=O)c1oc2cc(O)cc(C)c2c(=O)c1-c1cscn1	0.736
C/C=C(\C)C(=O)NCCN1C2=NC[C@@H](C)N2C[C@H]1Cc1ccc(O)cc1	-0.439
N#CNC1=NCN(Cc2ccccc2)CN1	-1.24
CC(OC(=O)C1CCN(S(=O)(=O)c2ccccc2)CC1)C(=O)Nc1ncc(Cl)cc1Cl (stereo unspecified)	0.769
CCCCOC(=O)c1[nH]c2c(c1C)C(=O)CC(c1cc(OC)c(OC)c(OC)c1)C2 (stereo unspecified)	-0.00658
O=C(O)c1ccc(-c2noc(-c3ccccc3F)n2)cc1	0.211
CCCC(=O)N(C)c1nnc(-c2ccc(OC)cc2)s1	-0.616
COc1cccc(C(=O)N2N=C(c3cccc(OC)c3)CC2(O)C(F)(F)F)c1 (stereo unspecified)	-2.55
CCOC(=O)N1CCN(C(=O)CCNS(=O)(=O)c2cc(Br)cnc2N)CC1	-0.0685
COc1ccc(-c2nnc(SCC(=O)NCCc3ccccc3)o2)cc1	-0.158
O=C(Nc1ccc(S(=O)(=O)N2CCCCC2)cc1)c1ccccc1Cl	-2.71
Cc1cc(NC(=O)CN2CCOCC2)n(-c2nc3ccccc3s2)n1	-1.14
CC1CCN(S(=O)(=O)c2ccc3ncn(CC(=O)N(C)Cc4ccccc4)c(=O)c3c2)CC1	-4.64*
Nc1nc2nonc2nc1N1CCCCC1	0.162
CCOC(=O)C(C(=O)Nc1nccs1)C1CCCCC1 (stereo unspecified)	-0.276

# Following part.
canonical_smiles	Cav3 T inh
Cc1cccc(N=C2NC(=O)CS2)c1	-0.0149
CCOC(=O)c1c(CN(CC)CC)oc2cc(Br)c(O)cc12	0.0953
O=C(CNC(=O)c1ccccc1)NCCc1nc2ccccc2[nH]1	0.148
CCOC(=O)c1ccc(NS(=O)(=O)c2ccc3[nH]c(=O)[nH]c3c2)cc1	0.062
Cc1ccc(-c2nc(CSCC(=O)N3CCN(c4ccccn4)CC3)c(C)o2)cc1	-4.98*
C=CCNc1nc(Cl)nc(Nc2ccc(OC)cc2)n1	-0.489
Cn1c2ccccc2c(=O)c2c(=O)n(C3CCCCC3)c(-c3cccs3)nc21	-4.31*
O=S(=O)(c1ccccc1)N(CC(O)CN1CCCCC1)c1ccccc1 (stereo unspecified)	-3.14
CC(O)(CC(=O)O)CC(=O)O	-0.00207
Cc1nn(-c2ccccc2C(=O)O)c(=O)c2ccccc12	-0.00531
COc1ccc(CCNC(=O)c2cc(-c3ccc(C)cc3O)n[nH]2)cc1OC	-0.68
CCOC(=O)Cn1c(C(=O)OCC)cc2sccc21	-0.426
Cc1nc2ccc(S(=O)(=O)NC(C(=O)NCc3ccco3)C(C)C)cc2s1 (stereo unspecified)	-0.0202

# The list is partial (hit frequency here may not be typical).
